NR2F2 inh = inhibitors of human COUP-TFII (NR2F2) | P24468 | HEK293T NGFI-A luciferase reporter, luminescence | inhibition, % at 8.6 µM | 370,000 tested, 0.7% active | AID 686940;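 active = inhibition above a per-plate cutoff, mean inhibition of test wells between control levels plus 3 SD, cut at about 38% in these data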;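 note: cells cotransfected with COUP-TFII expression vector driving the NGFI-A reporter; 0% = median of COUP-TF2 test wells and 100% = reporter-only cells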
Exocytosis inh = blocks lytic granule exocytosis; TALL-104 LAMP-1 surface exposure, flow cytometry; cells stimulated with thapsigargin and PMA; inhibition, % at 10 µM; 360,000 tested, 0.66% active; AID 651702;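 active = inhibition above about 55%, limit read from the data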
TWEAK Fn14 block = TWEAK-Fn14 signaling inhibition | TWEAK-stimulated Fn14 reporter cells, luciferase luminescence, 8 h | inhibition, % at 10 µM | 360,000 tested, 2% active; in the data active = inhibition above about 50%
LRH-1 inv ag = NR5A2 inverse agonism in reporter assay; HEK293T StAR-luciferase reporter, LRH-1 transfected, 24 h; inhibition, % at 3.6 µM; 360,000 tested, 0.13% active; AID 602396;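 active = inhibition above the mean inhibition of all tested compounds plus 3 SD, cut at about 73% in these data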;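 note: 0% = DMSO wells and 100% = reporter-only cells lacking LRH-1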
Target sequence (O00482 whole entry, looked up): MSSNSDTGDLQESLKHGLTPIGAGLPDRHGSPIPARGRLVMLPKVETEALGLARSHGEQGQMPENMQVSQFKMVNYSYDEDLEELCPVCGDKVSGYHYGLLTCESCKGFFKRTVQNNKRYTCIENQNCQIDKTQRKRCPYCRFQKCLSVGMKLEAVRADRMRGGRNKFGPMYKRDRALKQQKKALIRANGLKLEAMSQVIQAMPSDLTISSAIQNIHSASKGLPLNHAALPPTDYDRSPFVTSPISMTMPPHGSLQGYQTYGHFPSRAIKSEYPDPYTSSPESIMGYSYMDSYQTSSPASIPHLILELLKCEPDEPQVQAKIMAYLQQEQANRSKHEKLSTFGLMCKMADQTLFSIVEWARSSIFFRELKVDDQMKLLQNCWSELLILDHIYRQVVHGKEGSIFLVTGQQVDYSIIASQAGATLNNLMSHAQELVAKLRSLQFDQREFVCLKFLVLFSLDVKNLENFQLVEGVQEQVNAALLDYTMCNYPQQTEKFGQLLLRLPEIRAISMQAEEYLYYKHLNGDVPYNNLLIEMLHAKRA
NCOA1 inh = inhibitors of human steroid receptor coactivator 1 (SRC1); Q15788; HEK293 GAL4-SRC1 luciferase reporter, luminescence; inhibition, % at 3.6 µM; 360,000 tested, 0.12% active; AID 588354;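 active = inhibition above the campaign mean plus 3 SD, with each screening campaign given its own cutoff, cut at about 60% in these data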;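 note: 0% = DMSO treated cells and 100% = gossypol at 36 µM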
ABHD5 PLIN5 PPI = ABHD5-PLIN5 protein interaction inhibition | Q00G26+Q8WTS1 | Split G. princeps luciferase complementation, luminescence, 4 h | inhibition, % at 4 µM | 360,000 tested, 0.78% active | AID 602281;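 active = inhibition above the mean inhibition across every tested compound plus 3 SD, cut at about 22% in these data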;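 note: 0% = DMSO only wells and the 100% control is not disclosed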
TROY signal inh = inhibitors of TROY-dependent NF-kB signaling; AID 1347056; 360,000 tested, 0.98% active; inhibition, % at 10 µM; Q293 LMP1-TROYcd NF-kB luciferase reporter, 4 h;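 active = compounds whose plate-normalised and pattern-corrected inhibition of the luciferase reporter signal at the single screening dose is 50% or more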
TLR9-MyD88 inh = inhibitors of human TLR9-MyD88 binding; Q9NR96+Q99836; CHO BLA complementation TLR9-MyD88, CCF4 FRET ratio; inhibition, % at 4.98 µM; 340,000 tested, 0.21% active;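 active = inhibition above the mean over all tested compounds plus 3 SD, cut at about 21% in these data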;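 note: 0% = DMSO only wells and 100% = clavulanate BLA inhibitor control wells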
NOD2 RIPK2 PPI = blocks binding of human NOD2 to RIPK2; inhibition, % at 4.98 µM; 360,000 tested, 0.38% active; O43353; CHO BLA complementation NOD2-RIPK2, CCF4 ratio; in the data active = inhibition above about 21%;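 note: 0% = vehicle only and 100% = reference blocker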
Target sequence (O43353 whole entry, looked up): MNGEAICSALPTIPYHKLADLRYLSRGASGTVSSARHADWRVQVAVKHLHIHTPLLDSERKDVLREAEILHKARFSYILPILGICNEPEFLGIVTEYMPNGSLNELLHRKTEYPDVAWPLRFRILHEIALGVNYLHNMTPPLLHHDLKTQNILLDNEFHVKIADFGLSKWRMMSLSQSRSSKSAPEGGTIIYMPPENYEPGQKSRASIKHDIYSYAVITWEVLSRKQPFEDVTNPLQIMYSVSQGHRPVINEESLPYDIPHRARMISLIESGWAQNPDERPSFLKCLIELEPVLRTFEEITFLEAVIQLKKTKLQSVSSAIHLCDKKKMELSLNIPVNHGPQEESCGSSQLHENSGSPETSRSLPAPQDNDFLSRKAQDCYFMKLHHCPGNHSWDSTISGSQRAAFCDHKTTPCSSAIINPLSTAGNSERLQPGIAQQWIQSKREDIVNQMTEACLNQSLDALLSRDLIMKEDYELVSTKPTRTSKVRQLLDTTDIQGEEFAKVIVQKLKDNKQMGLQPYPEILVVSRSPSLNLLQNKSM
SRC2 inh = inhibits human steroid receptor coactivator 2 | Q15596 | HEK293 GAL4-SRC2 luciferase reporter, luminescence | inhibition, % at 9 µM | 370,000 tested, 0.17% active | AID 651957;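 active = inhibition above the mean inhibition of all tested compounds plus 3 SD, set per campaign, cut at about 52% in these data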;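 note: 0% = DMSO treated cells and 100% = cells given Gossypol at 36 µM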
NCOA3 inh = inhibitors of human steroid receptor coactivator 3 (SRC3); HEK293 GAL4-SRC3 luciferase reporter, luminescence; inhibition, % at 3.6 µM; Q9Y6Q9; AID 588352; 360,000 tested, 0.17% active;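 active = inhibition above a per-campaign cutoff, the mean of all compounds plus 3 SD, cut at about 60% in these data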;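 note: 0% = DMSO-treated cells and 100% = gossypol-treated cells at 36 µM; higher means less SRC3-driven luciferase light from the GAL4 reporter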
* hit, by the source's call; x = no result given; & = joins results of further samples. An excerpt; count on the stated rates, not on these rows.

SMILES | NR2F2 inh | Exocytosis inh | TWEAK Fn14 block | LRH-1 inv ag | NCOA1 inh | ABHD5 PLIN5 PPI | TROY signal inh | TLR9-MyD88 inh | NOD2 RIPK2 PPI | SRC2 inh | NCOA3 inh
O=S(=O)(c1cccc(C(F)(F)F)c1)N(CCCN1CCOCC1)Cc1cccs1 | 17&-8 | 2&1 | 3&7 | -18&-11 | 8&7 | 0&1 | 4&7 | -3&1 | 0&-8 | -8&8 | 31&11
CCOc1ccc(S(=O)(=O)NCCC(=O)N2CCN(Cc3ccccc3)CC2)cc1 | -1 | 15 | -3 | 8 | -8 | 1 | -5 | 5 | -1 | 9 | 3
CCOC(=O)c1ccccc1NC(=O)CN(c1ccccc1C)S(C)(=O)=O | 2 | 20 | -1 | -4 | 12 | 8 | 10 | 2 | -19 | 7 | 5
Cc1cc(Cl)nc(Cl)c1C(=O)N1CCOCC1 | 0 | -2 | -15 | 10 | 7 | -2 | 14 | 1 | 0 | -16 | -8
CC(CCc1ccccc1)NS(=O)(=O)c1ccccc1 (stereo not given) | 13 | -2 | 6 | 8 | 5 | -2 | -2 | 1 | -16 | -5 | 11
CC(Nc1cccnc1)=C(C#N)C#N | 13 | -1 | 0 | 4 | 7 | 2 | 9 | -5 | -8 | 20 | 0
Cc1cc(=O)oc2cc(OCC(=O)Nc3nnc(C(C)C)s3)ccc12 | 2 | 0 | 77* | 7 | -23 | 4 | -1 | 0 | 4 | 1 | -29
CN(Cc1ccc(Cl)s1)C(=O)CCl | -1 | 0 | 35 | 28 | -13 | 0 | -2 | 4 | -4 | 36 | -9
Nc1ccc(CNC(=O)OCC2c3ccccc3-c3ccccc32)cc1 | 8 | -2 | -15 | -21 | -8 | 2 | -7 | -1 | 4 | -16 | -13
N#Cc1ccc(C(=O)CSc2n[nH]c(=O)n2Cc2ccco2)cc1 | -10 | -3 | 20 | 23 | -9 | -14 | 20 | -1 | -4 | -4 | 9
Cc1ccc(NC(=O)CCn2cccc2)cc1Cl | 0 | -1 | -5 | -11 | -8 | 1 | x | 1 | 7 | 6 | -2
O=C(CNC(=O)c1ccc(Br)o1)NCC1CCCCC1 | 6 | -1 | 12 | 11 | -36 | -1 | -2 | -3 | -2 | 11 | 2
Cc1noc(C)c1COC(=O)c1cccc(N(C)C)c1 | 2 | 2 | -17 | 6 | -2 | 1 | -16 | -11 | -12 | 10 | 11
C[C@@H]1COC(=O)[C@@H](Cc2ccc(F)cc2)C/C=C\C[C@@H](CC(=O)N(CCO)Cc2ccccc2)C(=O)N1 | -3 | -11 | -13 | -27 | 3 | -3 | 4 | 1 | -3 | -4 | 3
COc1ccccc1N1CCN(c2ccc3ccccc3n2)CC1 | -39 | 10 | 49 | -119 | -108 | 3 | 35 | -5 | 0 | -23 | -116
CCOC(=O)N1CCN(C(=O)CSCc2ccc(Br)cc2)CC1 | -14 | -2 | -7 | 13 | -12 | 7 | -25 | 0 | -16 | -19 | -29
CN1CCc2c(n(CC(O)CN3C(=O)c4ccccc4S3(=O)=O)c3ccccc23)C1=O (stereo not given) | 1 | -2 | -7 | -5 | -13 | 7 | 2 | 5 | 0 | -9 | 2
Cc1ccc(S(=O)(=O)NC(CC(C)C)C(=O)N2CCOCCOCCOCC2)cc1 (stereo not given) | 10 | 8 | -11 | 11 | -5 | 4 | 2 | 2 | -11 | -4 | 14
CS(=O)(=O)N1CCC(C(=O)O)CC1 | -2 | -1 | 0 | 5 | 3 | 3 | -17 | -8 | -6 | 9 | 21
CC(NC(=O)c1ccccc1)C(=O)Nc1ccccc1 (stereo not given) | 10 | -2 | 7 | 3 | -1 | -1 | -9 | -4 | -5 | 19 | -2
COc1ccc(S(=O)(=O)n2nc(OC(C)=O)cc2N(C(C)=O)C(C)=O)cc1 | 12 | 0 | 3 | 0 | -23 | -1 | -4 | -2 | -4 | -29 | -10
NS(=O)(=O)c1ccc(Sc2ccccn2)c([N+](=O)[O-])c1 | -9 | -3 | 13 | 17 | 13 | 3 | 4 | x | -5 | 2 | -13
Cc1ccc(NC(=O)NCCCN2CCCC2=O)cc1C | -7 | -3 | 14 | -29 | -17 | 2 | -13 | 11 | -6 | -46 | -23
Cc1ccccc1S(=O)(=O)N1C[C@H]2CON(C)[C@H]2C[C@H]1c1cccc(-c2ccccc2)c1 | 11 | -4 | 1 | -17 | 1 | 8 | 5 | -3 | -1 | -7 | -36
COc1cccc(C(=O)NCCS(=O)(=O)N2CCC(C)CC2)c1 | -17 | 2 | 0 | -3 | -1 | 1 | 8 | -4 | 1 | 4 | 6
CC(=O)NCc1ccc(C(=O)CN2C(=O)NC3(CCCCC3C)C2=O)s1 (stereo not given) | 3 | 2 | -6 | 7 | -2 | 1 | 9 | -5 | 0 | 21 | -1
O=C(CSCc1ccc(Br)cc1)NC1CC1 | -14 | 2 | 25 | 14 | -9 | -2 | -10 | 2 | 2 | -1 | -4
COc1cccc(CCNC(=O)CCc2nnc(-c3cc(C)oc3C)o2)c1 | -1 | -2 | 20 | 7 | -11 | 10 | -2 | 8 | -6 | 8 | -9
Nc1cc(-c2ccc(OC(F)(F)F)cc2)nn1-c1ccc(Cl)c(Cl)c1 | 14 | 16 | -10 | 0 | 0 | -5 | 12 | x | -5 | 10 | 10
CC1(c2ccc(Cl)cc2)NC(=O)N(CC(=O)N2CCCC2)C1=O (stereo not given) | 8 | -3 | -2 | 12 | -19 | 0 | -28 | 0 | 9 | -6 | 22
CCOc1ccc(-c2c[n+]3c(n2-c2ccccc2)CCCCC3)cc1 | 56* | 2 | 29 | 51 | 24 | -9 | 30 | 0 | -5 | 28 | 38
O=C(NCc1ccc(F)cc1)c1cccc2c1C(=O)c1ccc(N3CCOCC3)cc1S2(=O)=O | 1 | -4 | -3 | -3 | -6 | -5 | 5 | 3 | 10 | -4 | 4
COc1ccc(N2CCN(S(=O)(=O)CCNC(=O)COc3ccccc3)CC2)cc1 | 7 | 1 | -3 | 13 | 8 | 0 | 1 | -14 | -10 | -10 | -37
CCCC(=O)OC/C(O)=C(\C#N)c1nc2ccccc2[nH]1 | 4 | 3 | 10 | 14 | -1 | 1 | -1 | 2 | 4 | 14 | -5
CN(CC(=O)NC(=O)NCc1ccccc1)CC(=O)Nc1ccc(Cl)c(C(F)(F)F)c1 | 3 | -3 | -7 | 2 | -25 | 1 | 33 | -4 | 1 | 13 | -17
Cc1ccc(N2C(=O)C(Cl)=C(N3CCOCC3)C2=O)c(C)c1 | -6 | -6 | 3 | 38 | 10 | -1 | -8 | -14 | -3 | 3 | 5
O=C(NC(c1ccc(-c2ccccc2)cc1)c1cnccn1)C1CCN(Cc2ccc(Oc3ccccc3)cc2)CC1 (stereo not given) | 3 | -2 | -10 | 12 | -3 | 17 | 16 | x | 2 | -21 | 0
COc1ccc(NC(=S)Nc2cc(C)cc(C)n2)cc1OC | 3 | -1 | -7 | -14 | -13 | 0 | -50 | -7 | -3 | 2 | -9
COC(=O)c1nc2nc(C)cc(=O)n2[nH]1 | -14 | 2 | 8 | 1 | 8 | 3 | -2 | 6 | 3 | 10 | -18
CC1(C)C2CCC1(CS(=O)(=O)NCc1ccc(C(F)(F)F)cc1)C(=O)C2 (stereo not given) | -10 | 4 | 6 | -23 | -1 | -4 | 5 | -18 | 10 | -8 | 7
Cc1cc(/C=N\NC(=O)CC(=O)NC2CCCCC2)c(C)n1-c1ccc(Cl)cc1 | x | 2 | -22 | 13 | 9 | 3 | -9 | -5 | 4 | x | 7
O=C(Nc1ccc(C(=O)N2CCOCC2)cc1)C1CCC1 | -2 | 3 | 9 | 2 | 1 | -3 | -22 | 5 | -6 | 1 | 9
O=C(NCCc1ccccc1)c1ccc2c(c1)N(Cc1ccccc1)C(=O)CS2=O (stereo not given) | -12 | -1 | 9 | 7 | -4 | -1 | 7 | -2 | -5 | -19 | 14
CCOC(=O)N1CCN(C(=O)c2cc3c(s2)-c2ccc(Cl)cc2S(=O)(=O)C3)CC1 | 2 | -5 | 14 | 2 | 8 | 0 | 5 | 10 | 7 | 3 | -9
CN(C)c1ncnc2sc(-c3ccccc3)cc12 | 6 | -2 | -71 | 1 | -18 | 0 | -35 | -3 | -2 | -5 | -21
CC1(C)CN2C(=S)N(c3ccccc3)C(c3ccccc3)N2C1 (stereo not given) | -6 | -3 | -14 | -14 | 1 | 2 | -23 | -6 | -1 | -25 | -6
CC1(C)CNc2cc([N+](=O)[O-])ccc2S1 | -33 | -3 | -13 | -23 | -28 | -4 | -25 | -1 | 11 | -30 | -40
COc1ccc(Br)cc1C(=O)CCC(=O)OCC(=O)Nc1cc(C(N)=O)cc(C(N)=O)c1 | 10 | -2 | -8 | -3 | -1 | 7 | 4 | -3 | -2 | -14 | 7
CCOC(=O)N1CCC(Nc2ncnc3c2cnn3-c2ccc(Cl)cc2)CC1 | 21 | 9 | 49 | 1 | 0 | 3 | 50* | -3 | -14 | 10 | 4
CCc1nc2ccc(C(=O)N3CCN(c4cccc(C(F)(F)F)c4)CC3)cc2nc1CC | 4 | -4 | 0 | -5 | 6 | -7 | 3 | -3 | 2 | 2 | -5
CC1(C(=O)Nc2ccc3ccccc3c2)CCC(=O)N1CCc1c[nH]c2ccccc12 (stereo not given) | 7 | 5 | 0 | 3 | -5 | -1 | 6 | x | 3 | -19 | 12
NC(=O)Cn1c(-c2nonc2N)nc2ccccc21 | 6 | -1 | 3 | 10 | -4 | 5 | -4 | 3 | -2 | 3 | -9
C[C@H](CO)N1C[C@H](C)[C@@H](CN(C)Cc2ccc3c(c2)OCO3)Oc2c(NC(=O)C3CC3)cccc2C1=O | x | -7 | 7 | -30 | 9 | -11 | -4 | -12 | -4 | x | 3
CC(C)Oc1cccc(OCCN2C(=O)c3ccccc3C2=O)c1 | -3 | 6 | -29 | -33 | -47 | -1 | -37 | -5 | 2 | -27 | -2
COc1ccc(OC)c(S(=O)(=O)Nc2c(C)n(C)n(-c3ccccc3)c2=O)c1 | -3 | -6 | 14 | 3 | 15 | -1 | -15 | -8 | 0 | -1 | 0
Cc1onc(-c2ccccc2Cl)c1C(=O)NC1CCS(=O)(=O)C1 (stereo not given) | -9 | -4 | 12 | 15 | 7 | 4 | -6 | 4 | -15 | -10 | 16
COc1cc(CNCc2ccccc2)ccc1OCC(O)c1ccccc1 (stereo not given) | -26 | -10 | 10 | -5 | -7 | -6 | 2 | -1 | -1 | -3 | 14
O=C(CN(C(=O)c1csnn1)c1ccc(F)c(Cl)c1)NC1CCCC1 | -12 | 1 | 12 | 14 | 13 | -3 | 7 | 7 | -8 | -8 | 1
CCCN1C(=O)/C(=C/c2ccccc2OCc2ccc(C(=O)O)cc2)NC1=S | -34 | 4 | -22 | 4 | -10 | 1 | 1 | 6 | -5 | 10 | 7

Compound activity as filed in PubChem.
